Bioassay records from PubChem.
EBV gp42 inh: EBV gp42 inhibition; Q1HVG2; Fluorescence polarization binding assay, mP read-out; inhibition, % (tested at 21.74 µM); 0.42% of 220,000 active; in the data active = inhibition above about 50%
Target sequence (Q1HVG2 whole entry, looked up): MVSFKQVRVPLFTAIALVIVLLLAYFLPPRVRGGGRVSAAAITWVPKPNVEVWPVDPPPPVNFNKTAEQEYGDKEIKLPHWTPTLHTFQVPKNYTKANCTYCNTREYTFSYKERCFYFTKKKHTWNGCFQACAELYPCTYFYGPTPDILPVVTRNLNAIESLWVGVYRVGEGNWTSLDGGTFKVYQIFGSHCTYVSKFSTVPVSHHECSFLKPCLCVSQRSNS
Furin inhibitor: inhibitors of human furin. 0.061% of 220,000 active. inhibition, % at 30 µM. purified furin, fluorogenic substrate cleavage. P09958; in the data active = inhibition above about 25%; also: inactives centre near -15
Target sequence (P09958 108-714 limits assumed): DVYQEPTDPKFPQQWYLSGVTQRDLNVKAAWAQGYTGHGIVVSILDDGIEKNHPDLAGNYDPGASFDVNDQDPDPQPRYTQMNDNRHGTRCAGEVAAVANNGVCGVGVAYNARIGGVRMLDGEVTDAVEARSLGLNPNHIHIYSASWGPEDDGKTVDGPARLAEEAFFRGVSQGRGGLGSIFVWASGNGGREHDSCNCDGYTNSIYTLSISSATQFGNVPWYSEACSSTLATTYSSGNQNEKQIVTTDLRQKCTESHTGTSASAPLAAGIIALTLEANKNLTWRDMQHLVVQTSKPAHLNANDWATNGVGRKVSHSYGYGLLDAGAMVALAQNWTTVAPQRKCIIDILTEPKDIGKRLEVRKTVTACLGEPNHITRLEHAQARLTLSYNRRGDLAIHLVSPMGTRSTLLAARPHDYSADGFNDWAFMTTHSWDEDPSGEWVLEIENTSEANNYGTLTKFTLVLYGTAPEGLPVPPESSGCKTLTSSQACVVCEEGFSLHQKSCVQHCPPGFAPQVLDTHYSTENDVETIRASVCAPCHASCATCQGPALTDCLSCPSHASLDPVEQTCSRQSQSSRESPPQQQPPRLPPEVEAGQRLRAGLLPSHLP
TRPML3 agonist: activates the human TRPML3 channel. Q8TDD5. HEK293 TRPML3-YFP, Fluo-8 calcium fluorescence; 100% = the carbachol control signal. activation, % at 3 µM. 0.29% of 220,000 active;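 active = activation above its plate's cutoff, the mean activation of the plate's test wells plus 3 SD, cut at about 12% in these data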;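 also: 0% = DMSO only wells and 100% = carbachol wells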
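Test system: TRPML3-YFP stable HEK293 cells. Doses: single point at 3 µM. Incubation: dye loading 1 h 37 °C then 30 min ambient, 125 s read. Signal: Fluo-8 calcium dye fluorescence, ex 470-495, em 515-575 nm. Measure: percent activation from peak-to-basal fluorescence ratio, scaled between DMSO and carbachol.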
PPC-1+TRAIL kill: kills PPC-1 cancer cells in the presence of TRAIL. AID 1443. 0.41% of 220,000 active. PPC-1 cells + TRAIL, ATPLite viability luminescence. cell killing (% activity), % at 4 µM;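 active = cell killing above 50% in the first pass at 4 µM, then a duplicate retest at 5 µM averaging 50% or more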;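 also: plate controls were cells with TRAIL plus DMSO for no effect and medium-only wells lacking cells for full effect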
Calpain2 inh: inhibitors of pig calpain II; purified calpain II, fluorogenic peptide substrate, 30 min; inhibition, % at 16 µM; 0.37% of 220,000 active;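 active = inhibition above about 50%, limit read from the data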
Cl transport mod: KCC2 (human) Cl- transport modulation. B-score of Tl+ flux slope (higher = more flux/activation; lower = inhibition) at 10 µM. KCC2 cells, thallium flux FluoZin-2 fluorescence. Q9H2X9. 2.2% of 190,000 active. AID 1456;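 active = thallium flux slope and its plate-corrected score both differing from the plate sample mean at a set confidence after two filtering rounds, in either direction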;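 also: slope of fluorescence scaled to starting intensity during 10 to 20 s after thallium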
zfTRPN1 agonist: agonists of zebrafish TRPN1 channel; HEK293 zebrafish TRPN1-YFP, Fluo-8 calcium fluorescence; 100% = response to 87 µM carbachol; activation, % at 3 µM; 0.18% of 220,000 active;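 active = activation above its plate's cutoff, the mean activation of test wells on that plate plus 3 SD, cut at about 19% in these data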;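 also: 0% = DMSO alone and 100% = 87 µM carbachol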
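System: zebrafish TRPN1-YFP in HEK293 cells / Dosing: 3 µM single point / Timing: dye loading 1 h at 37 °C, then 30 min room temperature / Signal: Fluo-8 calcium fluorescence, excitation 470-495 nm, emission 515-575 nm / Read-out basis: percent activation from peak over basal fluorescence ratio, control-normalized / Control set: high carbachol 87 µM, low DMSO alone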
thrombin 1536: thrombin (human) inhibition | inhibition, % at 5 µM | 0.26% of 220,000 active | alpha-thrombin, Boc-VPR-AMC fluorogenic substrate cleavage;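 active = inhibition at or above 40%; inactive = inhibition below 40%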;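 also: 0% = enzyme with no compound and 100% = wells without enzyme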
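Material: human alpha-thrombin enzyme / Medium: pH 7.5 Tris (50 mM) with NaCl 150 mM, Tween 20 0.05% / Compound: single-point dosing at 5 µM, 0.2% DMSO / Incubation: enzyme reaction carried out at room temperature / Detection: AMC fluorescence, 355/460 nm / Read-out basis: percent inhibition scaled between no-compound controls and no-enzyme blanks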
TbHK1 inh: T. brucei hexokinase 1 inhibition. recombinant TbHK1, G6PDH-coupled NADH A340. inhibition, % at 10 µM. 0.11% of 220,000 active. AID 1430;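 active = inhibition of 50% or more in the single-dose primary screen; inactive = inhibition below 50%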
Starred values were filed as active, the others as inactive; i = inactive; . = not tested or not shown; [ ] = another dose, or the depositor's remark.

SMILES | EBV gp42 inh | Furin inhibitor | TRPML3 agonist | PPC-1+TRAIL kill | Calpain2 inh | Cl transport mod | zfTRPN1 agonist | thrombin 1536 | TbHK1 inh
CCCc1cnc(N2CCN(S(C)(=O)=O)CC2)nc1 | -6 | -13 | 1.0 | 6 | -3 | 0.71 | 0.6 | -1 | -2
COc1c(C)cc(C(=O)C2CCCN(C(=O)CCCn3cncn3)C2)cc1C (stereo not drawn) | -15 | -1 | -1.1 | 19 | 4 | 0.68 | -1.9 | 3 | -5
Cn1c(CCc2ccccc2)nnc1SCC(=O)N1CCCC1 | 0 | -14[20 µM] | 0.1 | 32 | -39 | 0.85 | 0.0 | -9 | 1
CCCCC(=O)Nc1cccc(C(C)O)c1 (stereo not drawn) | -11 | -7 | 0.4 | 7 | 27 | -0.54 | 0.2 | . | 4
O=C(Oc1cccc2ccccc12)c1cc(Cl)nc2ccccc12 | -3 | -8 | 0.3 | 31 | 8 | -0.72 | -0.3 | -5 | 6
COC1(C)CC2C(CC1OC(=O)c1cc([N+](=O)[O-])cc([N+](=O)[O-])c1)C2(C)C (stereo not drawn) | 1 | -18 | 0.9 | -9 | 33 | -1.1 | 0.7 | 1 | 14
COc1ccc2oc(=O)c(C(=O)Nc3ccccc3-c3ccccc3)cc2c1 | 7 | -23 | . | 27 | 6 | -0.85 | . | -3 | -7
COc1ccccc1Cn1c(=S)[nH]c2cc(C(=O)NCC3CCCO3)ccc2c1=O (stereo not drawn) | 2 | -7 | 0.3 | 9 | 17 | 1.4 | 1.1 | -9 | -3
COC(=O)c1c(C(=O)OC)c2n(c1C)CCC2 | -8 | -5[20 µM] | 0.0 | -14 | -9 | . | -0.5 | -6 | -5
CCc1onc(C)c1C(=O)Nc1cc(C)ccc1OC | -28 | -8[20 µM] | 0.3 | 1 | -1 | 0.9 | -1.1 | 2 | -8
Cc1nnc(Nc2ccc3c(c2)ncn3C)c2ccccc12 | -16 | -19 | -0.6 | 21 | 2 | . | 0.1 | 14 | -14
c1ccc2oc(-c3[nH]ncc3CN3CCC(N4CCSCC4)CC3)cc2c1 | 1 | -14 | 0.7 | 4 | -7 | 0.36 | -0.2 | -14 | -3
O=C(Nc1ccc(CN2CCCCC2)cc1)Nc1ccccc1Cl | -8 | -23 | 0.9 | 6 | 15 | 0.09 | 3.0 | -5 | 0
COc1ccccc1Oc1cc(F)nc(N)n1 | -11 | -13 | 0.1 | 9 | 7 | . | 1.0 | -3 | 1
COc1ccc(-c2cc(C(=O)N3CC4(C)CC3CC(C)(C)C4)no2)cc1OC (stereo not drawn) | 6 | -11 | 0.9 | -4 | -14 | . | -1.1 | 4 | -3

Whole records, looked up by structure. Order of screens: EBV gp42 inh, Furin inhibitor, TRPML3 agonist, PPC-1+TRAIL kill, Calpain2 inh, Cl transport mod, zfTRPN1 agonist, thrombin 1536, TbHK1 inh
COC1(C)CC2C(CC1OC(=O)c1cc([N+](=O)[O-])cc([N+](=O)[O-])c1)C2(C)C (stereo not drawn) as listed: 1, -18, 0.9, -9, 33, -1.1, 0.7, 1, 14
CCCc1cnc(N2CCN(S(C)(=O)=O)CC2)nc1 as listed: -6, -13, 1.0, 6, -3, 0.71, 0.6, -1, -2

The main list resumes, starting 2 compounds before the break.
SMILES | EBV gp42 inh | Furin inhibitor | TRPML3 agonist | PPC-1+TRAIL kill | Calpain2 inh | Cl transport mod | zfTRPN1 agonist | thrombin 1536 | TbHK1 inh
COc1ccccc1Oc1cc(F)nc(N)n1 | -11 | -13 | 0.1 | 9 | 7 | . | 1.0 | -3 | 1
COc1ccc(-c2cc(C(=O)N3CC4(C)CC3CC(C)(C)C4)no2)cc1OC (stereo not drawn) | 6 | -11 | 0.9 | -4 | -14 | . | -1.1 | 4 | -3
COc1ccc(N2CCN(C(c3cccs3)C(C)NC(=O)c3ccco3)CC2)cc1 (stereo not drawn) | 0 | -33[20 µM] | 0.3 | 15 | -14 | -0.027 | 0.5 | -6 | -9
COc1ccc2[nH]c3c(C)c4ccncc4c(C)c3c2c1 | 4 | -9 | -0.6 | 29 | -25 | -0.23 | -1.2 | -7 | -7
CCCn1nnc(NC(=S)NC(=O)/C=C/c2ccco2)n1 | 0 | -16 | 0.8 | 13 | -22 | 0.027 | 0.1 | -9 | -16
O=C(Nc1cccc(Cl)c1N1CCCC1)c1cc2ccccc2o1 | -18 | -16[20 µM] | 0.0 | 29 | 11 | 0.29 | 0.4 | 3 | 1
Cc1cc(C2=NNC(=NC3CC3)SC2)c(C)n1Cc1ccco1 | -22 | -11 | 0.6 | -5 | -62 | 0.25 | -0.6 | -10 | -12
O=C(COc1ccccc1)Nc1ccc(CN2CCCCC2)cc1 | -10 | -30 | 2.0 | 0 | -11 | . | 2.9 | 6 | 5
CCOc1ccc(N=C2NN=C(c3cc(C)n(CC4CCCO4)c3C)CS2)cc1 (stereo not drawn) | -5 | -1 | -1.1 | -3 | -40 | 0.24 | -0.8 | 10 | -8
CC(C)Oc1ccc(Cc2cnc(N)nc2N)cc1 | -12 | -7[20 µM] | -0.5 | 3 | 4 | 0.4 | 0.0 | -3 | -9
Cc1ccc(-c2ccc(/C=C3\C(=O)ON=C3c3ccccc3)o2)c([N+](=O)[O-])c1 | -9 | -3 | -0.2 | 14 | 10 | -0.77 | 0.0 | -3 | 8
CCCCC(CC)CNC(=O)CCS(=O)(=O)c1cccc2nonc12 (stereo not drawn) | -9 | -9 | -0.5 | 32 | 12 | -0.045 | 0.5 | -8 | 3
CC(=O)Nc1ccc(OCC(O)CN2C(C)CCCC2C)cc1 (stereo not drawn) | -12 | -13 | 0.8 | 21 | -3 | 0.038 | -1.3 | -13 | -1
O=C(CCn1c(=O)c2ccccc2n(CC(=O)N2CCN(c3ccccc3)CC2)c1=O)NCc1ccco1 | -1 | -20 | 0.4 | 7 | -31 | -0.5 | 0.4 | -8 | 0
COC(=O)C1(C)Nc2ccccc2C(=O)N1c1ccccc1OC (stereo not drawn) | -3 | -26 | 0.4 | 4 | i | -0.033 | -0.7 | -7 | -8
O=C(/C=C/c1ccc(S(=O)(=O)N2CCOCC2)cc1)NCc1ccccc1 | -14 | -9 | 0.9 | 17 | 17 | -0.032 | 2.4 | -2 | 0
Cc1ccc(C2CC(=O)N3CN(Cc4ccco4)CSC3=C2C#N)cc1 (stereo not drawn) | -14 | -6 | -0.6 | 7 | 4 | 1.3 | 0.0 | -3 | -7
O=C1CCCC2=C1C(Cc1ccccc1)C1=C(CCCC1=O)O2 | -3 | -8 | -0.1 | 10 | 19 | -2.8 | -0.3 | -4 | 24
N#C/C(=C/c1ccc(F)cc1)c1nc(CCN2C(=O)c3ccccc3C2=O)cs1 | -12 | -10[20 µM] | -0.1 | -20 | -41 | . | 0.8 | 6 | 2
O=[N+]([O-])c1cccc(C(=S)N2CCN(c3ccccc3)CC2)c1 | 5 | -18 | -0.2 | 8 | 15 | -0.25 | -0.1 | -8 | 9
CCOC(=O)C1Sc2[nH]c(=O)sc2C(c2ccc(Cl)cc2)C1C(=O)OCC (stereo not drawn) | 5 | -11[20 µM] | -0.1 | 1 | -71 | -3.9* | -0.6 | -9 | -4
O=C(/C=C/c1cn(-c2ccccc2)nc1-c1cccs1)NCCN1CCOCC1 | -10 | 0 | 1.0 | 9 | -319 | 0.048 | 3.7 | -7 | -48
CC1CCCN(C(=O)Nc2ccc(Br)cc2Cl)C1 (stereo not drawn) | 3 | -11 | -2.1 | 23 | -7 | 0.45 | -1.5 | 0 | -8
CCCCCn1c(N2CCC(C(N)=O)CC2)nc2c1c(=O)[nH]c(=O)n2C | -3 | -26 | -0.1 | 16 | -15 | 1.4 | -0.1 | -5 | 9
Cc1cc(C(=O)CN2CCC(C)CC2)c(C)n1-c1ccc(F)cc1 | -9 | -15 | 0.2 | 22 | 20 | -0.66 | 1.0 | 17 | 0
O=C(/C=C/c1c(F)cccc1Cl)c1ccc(F)cc1 | -12 | -11[20 µM] | 0.3 | 24 | -15 | 0.84 | 0.1 | 2 | 4
CCOC(=O)N1CCC(NC(=O)CS(=O)Cc2nc(-c3ccc(OC)c(OC)c3)oc2C)CC1 (stereo not drawn) | -5 | -13 | 0.6 | 0 | 15 | . | -0.8 | 0 | 16
COC(=O)c1ccc(NC(=S)N2CCN(Cc3cccc(C)c3)CC2)cc1 | -11 | -14[20 µM] | 0.7 | 3 | -15 | -2.1 | -0.1 | -4 | -4
CSc1nnc(C)c(=O)n1COC(=O)c1ccc(S(=O)(=O)N2CCCC2)cc1 | -3 | -20 | 0.6 | 26 | 4 | -0.61 | 1.1 | -16 | -4
C=CCNC(=O)c1onc(CSc2ccc(OC)cc2)c1C(=O)O | -13 | 2[20 µM] | 0.1 | 17 | -32 | 1.9 | 0.7 | -4 | -2
COc1ccc(-c2[nH]ncc2CN(CCO)CC23CC4CC(CC(C4)C2)C3)c(OC)c1 | -13 | -35 | 0.7 | 12 | -10 | . | -1.6 | -1 | 1
Cc1cc(Nc2ccccc2Br)n2nc(C)nc2n1 | -9 | -14 | 0.9 | 11 | 16 | 0.49 | 1.0 | 1 | 4
Cc1nc(C(=O)N(C)C)nn1-c1cc(Cl)cc(Cl)c1 | -13 | -12[20 µM] | 3.9 | 9 | 12 | 0.011 | 1.8 | -17 | -1
COCCCn1cnc2c(c1=O)c1nc3ccccc3nc1n2-c1ccc(C)cc1 | -15 | -21 | -0.1 | 1 | -16 | -0.01 | 0.3 | 0 | -19
CC(C)(C)NC(=O)C(c1ccc(O)cc1)N(Cc1ccco1)C(=O)Cn1nnc(-c2cccs2)n1 (stereo not drawn) | -17 | -11[20 µM] | -0.1 | 4 | -8 | 0.14 | -0.4 | 1 | 2
COc1ccc(Cn2c(=O)[nH]c3cc(C(=O)NCCCN4CCCCCC4)ccc3c2=O)cc1 | -2 | -29 | 0.5 | 9 | -2 | 0.64 | -0.1 | -9 | 2
O=C(NCc1ccco1)C1(S(=O)(=O)c2ccc(Cl)cc2)CC1 | -5 | 0[20 µM] | -0.6 | 34 | -39 | -0.23 | -1.4 | 3 | 0
COc1cccc(C(C(=O)NC(C)(C)C)N(C(=O)CCC(=O)Nc2cc(C)on2)C2CC2)c1OC (stereo not drawn) | -2 | -23 | -0.6 | 2 | 21 | 0.13 | -0.8 | -1 | 1
CCN(CC(=O)NCc1ccc(Cl)cc1)S(=O)(=O)c1ccc(NC(C)=O)cc1 | 1 | -16 | 0.4 | 0 | 16 | 0.05 | 2.6 | -7 | 10
CC(C)c1cccc(OCCCCN(C)C)c1 | -2 | -23 | 1.8 | 23 | -16 | 0.19 | 0.5 | 1 | 6
Nc1nccc(/C=C/c2c(Cl)cccc2Cl)n1 | -8 | -11 | -1.0 | -6 | -39 | -1.5 | -1.8 | -3 | -28
COCCCNC(NC(=O)c1ccc(Cl)cc1)C(Cl)(Cl)Cl (stereo not drawn) | -14 | -13[20 µM] | 0.4 | 11 | -18 | 0.06 | -1.5 | -6 | 2
Cc1cc(N/C(=N\S(=O)(=O)c2ccc(F)cc2F)c2ccccc2)no1 | 1 | -21[20 µM] | -0.3 | 16 | 12 | 0.058 | -1.2 | -2 | 1
CN(C)S(=O)(=O)c1cccc(C(=O)Nc2cc(Cl)cc(Cl)c2)c1 | -2 | -17[20 µM] | -1.7 | 5 | -21 | 0.36 | -2.4 | -3 | 3
